S3 lipid droplet: qHTS Assay for Lipid Storage Modulators in Drosophila S3 Cells; AID 2685; Drosophila S3 cells, BODIPY lipid droplet fluorescence, 18-24 h; cells fed with added oleic acid; actives 0.64% (n = 320,000); lipid storage change, negative = inhibition, % at the top dose, mostly 46.1 µM; hits show Potency in µM; active = well fitted inhibition curve with a large enough effect in the signal ratio, with a control signal flat, not every such curve was filed as active; inconclusive = small, poorly fitted or top-dose-only effect, or effect the other way, or a change in a side signal; the % refers to the signal ratio
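Drosophila S3 cells loaded with oleic acid (400 uM, as added) and compounds at several concentrations; lipid droplets imaged by 488-nm laser-scanning cytometry, 500–530 nm intensity and object ratio to cell channel. Percent activity normalized to 20 uM Triacsin C.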
S3 lipid droplet cell count max: further read-out of S3 lipid droplet, marked with its call; cell number change, %; measured here: cell count max response;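 cells counted by Cell Tracker Red CMTPX staining in the red channel; peak over a dose series mostly up to 46.1 µM; percent activity relative to internal control wells on each plate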
* marks the source's active call; other numbers are inactive results; i = inactive; u = inconclusive; x = not tested or not shown; [ ] = another dose, or the depositor's remark. % is set by controls: 0 for no effect and ±100 for the full control effect; potency is the fitted concentration of half-maximal effect. A portion of the library; count on the stated rates, not on these rows.

SMILES	S3 lipid droplet	S3 lipid droplet cell count max
Cc1cc(C)cc(NC(=O)C(C)N2C(=O)c3ccccc3C2=O)c1 (stereo not given)	u	x
Cc1cc(C)nc(NS(=O)(=O)c2ccc(NC(=O)COc3ccccc3)cc2)n1	0.4%	0.5
CCc1ccccc1NC(=O)C(Cc1cccc(OC)c1OC)c1nn[nH]n1 (stereo not given)	u	x
COc1ccccc1N(Cc1cc(=O)[nH]c2ccccc12)C(=O)c1ccccc1	-18.0%	5.1
O=C(CNc1cccc(Cl)c1)NNC(=S)NCc1ccccc1	u	x
OCCSc1ncnc2c1oc1ccccc12	u	x
CC1(C)CC(=O)C=C(c2ccc(Cl)c(C(F)(F)F)c2)C1	7.2%	-21.4
CCOc1ccc2[nH]cc(S(=O)(=O)c3ccc(F)cc3)c(=O)c2c1	u	x
Cc1cccc(NC(=O)CSc2nnc(-c3ccco3)c(-c3ccco3)n2)c1	u	x
CC1=NN(C(C#N)c2cccc([N+](=O)[O-])c2)C(C)(C)C1 (stereo not given)	u	x
Cc1ccc(S(=O)(=O)N2CCOCC2)cc1C(=O)N(Cc1nnc(-c2ccccc2Cl)o1)C1CC1	-24.8%	7.5
O=C(Nc1ccc(Oc2ccc(S(=O)(=O)N3CCOCC3)cn2)cc1)c1ccco1	12.4%	-15.5
CC(=O)c1cc(-c2ccccc2)n(CC(=O)N2CCC(C)CC2)c1C	u	x
CC(=O)c1c(C)[nH]c(C(=O)COC(=O)CCCOc2ccccc2)c1C	-11.4%	-4.6
COc1ccc(CNC(=O)Cn2nc(Cc3cccnc3)c3ccccc3c2=O)cc1	1.5%	-2.1
O=C(CSc1nnc(COc2cccc3cccnc23)o1)N1CCCC1	u	x
O=C(Nc1ccc(N2CCOCC2)cc1)c1ccc(S(=O)(=O)NCc2ccco2)cc1	-15.1%	x
Cc1cccc(-c2noc(CN(C(C)C)S(=O)(=O)c3ccc(F)cc3)n2)c1	u	x
Clc1cccc(-c2nnc(SCc3nc4ccccc4[nH]3)n2Cc2ccco2)c1	u	x
NC(=O)c1ccc(NCC2COc3ccccc3O2)c([N+](=O)[O-])c1 (stereo not given)	u	x
CCNc1nc(NCC)n2c(SCc3nc4ccccc4c(=O)[nH]3)nnc2n1	u	x
O=C(Oc1ccccc1[N+](=O)[O-])c1cccnc1	u	x
O=C(Nc1cccnc1Oc1ccc(Cl)cc1)c1cccc2ccccc12	10.2%	5.4
CCNC(=S)N1CCN(S(=O)(=O)/C=C/c2ccccc2)CC1	19.3%	8.8
Cc1ccc(-n2c(C)cc(C(=O)COc3cccnc3[N+](=O)[O-])c2C)cc1	u	x
Cc1ccccc1NC(=O)Cc1nc(COC(=O)c2ccc(Cl)nc2)cs1	i[0.0737 µM]	x
Cc1cccc(Nc2nc(N)nc(CN3CCC(C)CC3)n2)c1C	-1.1%	-12.2
COc1cccc(OCc2cc(C(=O)NCCc3cccc(C)n3)no2)c1	u	x
Cc1ccc(NC(=O)CSc2nc3ncc(Br)cc3[nH]2)cc1C	u	x
Cc1ccccc1NC(=O)Cc1nc(COC(=O)CCc2ccccc2)cs1	u	x
C/C(=N\NC(=O)c1nn(C)cc1Br)c1cccc(NC(=O)c2ccncc2)c1	u	x
CCc1cc2c(=O)n(-c3ccc(C)cc3)cnc2s1	-4.8%	-11.6
O=C(NC(=S)NCc1ccc(F)cc1)c1ccccc1	0.5%	-9.0
COc1cccc(C(=O)N/N=c2/oc3ccccc3cc2C(N)=O)c1	3.7%	13.1
Cc1cc(=O)c2ccccc2n1Cc1ccccc1	u	x
COc1ccc(C(=O)NCCCNC(=O)c2cccnc2)cc1Br	u	x
CC(=O)C1=C(C)NC(SCC(N)=O)=C(C#N)C1CC(C)C (stereo not given)	5.0%	13.1
O=C(COc1ccc(Cl)cc1Cl)NCCCNC(=O)c1cnccn1	u	x
O=C(CSc1nccc(=O)[nH]1)NCc1ccc2c(c1)OCO2	u	x
CCOC(=O)CNC(=S)N(Cc1ccccc1F)C1CCCCC1	4.2%	-0.4
O=C(CSc1nnc(-c2ccc3c(c2)OCO3)n1-c1ccccc1)c1ccccc1	15.1%	4.7
C=C(C)CN(CC)C(=O)CC1C(=O)NCCN1Cc1c(F)cccc1Cl (stereo not given)	12.7%	0.3
COCCNC(=O)CCc1ccc(S(=O)(=O)Nc2ccc(C)cc2)cc1	i	11.4
COc1ccccc1OCC(O)CN1CCN(C(=O)c2ccccc2)CC1 (stereo not given)	21.9%	9.3
Cc1ccc([N+](=O)[O-])cc1N=C(c1cccc(Br)c1)N1CCOCC1	i	-17.7
CC(Sc1nc(-c2ccccc2)cc(C(F)(F)F)n1)C(=O)N1CCCCC1 (stereo not given)	u	x
Nc1nc(CN2CCC(Cc3ccccc3)CC2)nc(Nc2ccccc2)n1	i	x
CC(C)C(c1nnnn1C1CCCC1)N(C)C1CCCCC1 (stereo not given)	5.17µM*	-2.1*
COc1ccc(-c2nc3n(c(=O)c2C#N)CCS3)cc1OC	u	x
Cc1cccc(NC(=O)CC2CCC2)c1	u	x

Continued:
SMILES	S3 lipid droplet	S3 lipid droplet cell count max
C[C@@H]1CCC(=O)N(C[C@@H](C)CC#N)CC1	u	x
CC(=O)Nc1ccc(/C=N/Nc2nc3ccccc3s2)cc1	-8.7%	-2.1
COc1ccc(OC)c(NC(=O)c2cccc(S(=O)(=O)N(Cc3ccccc3)c3ccccc3OC)c2)c1	u	x
O=C(COc1ccc(Br)cc1Cl)NCCCN1CCOCC1	u	x
COC(=O)c1c(CSc2ccc(C)c(C)c2)noc1C(=O)NCc1ccc(OC)cc1	u	x
Cc1cc(=O)oc2ccc(OCC(=O)N3CCC(C)CC3)cc12	u	x
COC(=O)C1(NC(=O)NC23CC4CC(CC(C4)C2)C3)CCCCC1	-3.4%[9.22 µM]	x
COc1ccccc1N(CC(=O)N/N=C/c1ccccc1C(=O)O)S(C)(=O)=O	2.2%	8.8
c1ccc(C(c2nnnn2Cc2ccco2)N2CCN(c3nc4ccccc4s3)CC2)cc1 (stereo not given)	u	x
O=C(NCc1ccco1)c1cc(-c2ccco2)on1	u	x
Cc1nnc(SCc2cn3ccsc3n2)n(N)c1=O	u	x
CCC1Nc2ncnc(N3CCN(c4ccccc4)CC3)c2N(Cc2ccc(OC)cc2)C1=O (stereo not given)	17.6%	25.9
O=[N+]([O-])c1ccc(-n2nnnc2-c2ccccc2)cc1	6.7%	10.2
O=C1/C(=C/c2ccc(F)cc2)SC(=S)N1Nc1ncc(C(F)(F)F)cc1Cl	u	x
Cc1ccc(CSCC2Nc3ccc(C(=O)N4CCN(c5cccc(C)c5)C(C)C4)cc3NC2=O)cc1 (stereo not given)	12.6%	21.7
CCn1c(COc2ccccc2)nnc1SCC(=O)c1cccc([N+](=O)[O-])c1	2.2%	4.7
Cc1noc(NS(=O)(=O)c2ccc(NC(=O)COc3ccc(Cl)cc3Cl)cc2)c1C	i	-9.3
CC(=O)c1c(C)[nH]c(C(=O)Nc2cccc(S(=O)(=O)N3CCOCC3)c2)c1C	-6.5%	0.2
CC(C)CNS(=O)(=O)c1ccc(S(=O)(=O)N2CCC(N3CCCCC3)CC2)cc1	i	9.7
O=C(NC(Cc1ccccc1)C(=O)O)/C(=C/c1cccc([N+](=O)[O-])c1)NC(=O)c1cccc(Br)c1 (stereo not given)	i	-21.1
CSc1sc(-c2n[nH]c(=S)n2C)c2c1C=CCC2	u	x
COc1cccc(-c2cc(C(=O)Nc3cccnc3Cl)no2)c1	i	9.5
C/C(=N\NC(=O)C1CC1)c1ccccc1O	u	x
COc1ccc(N(CC(=O)NCc2ccco2)S(C)(=O)=O)cc1OC	u	x
O=C(NCC(F)(F)F)Nc1cccnc1	4.7%	3.8
CCCCn1c(SCC(=O)NC2CC(C)(C)NC(C)(C)C2)nc2cc(S(N)(=O)=O)ccc21	14.4%	3.1
O=C1c2ccccc2C(=O)N1CCc1csc(-c2ccc(F)cc2)n1	u	x
c1ccc(C(c2nnnn2Cc2ccco2)N2CCN(C3CCCC3)CC2)cc1 (stereo not given)	i	8.8
COc1ccccc1NS(=O)(=O)c1cccc(NC(=O)c2nn(C)c(=O)c3ccccc23)c1	-29.1%	1.5
C=CC[n+]1c(-c2ccc(Cl)cc2Cl)csc1Nc1c(C)n(C)n(-c2ccccc2)c1=O	u	x
CN1c2ccccc2C(=O)/C(=C\Nc2ccc(F)cc2)S1(=O)=O	u	x
COc1ccc(/C=C/C(=O)NC(=S)N2CCN(C)CC2)cc1	u	x
CSCCC(NC(N)=O)C(=O)Nc1ccc2ccccc2c1 (stereo not given)	i	x
COc1ccccc1NC(=O)c1ccc(Cl)c(S(=O)(=O)N2CCCCC2)c1	u	x
Cc1ccc(S(=O)(=O)N2CCN(C(=O)c3ccccn3)CC2)c(C)c1	-5.4%	-5.9
CCN(CC1CCCN(CCc2cccc(OC)c2)C1)C(=O)c1ccoc1 (stereo not given)	u	x
CCN1CCN(S(=O)(=O)c2c[nH]c(C(=O)OC)c2)CC1	-8.8%	29.4
C=C1CCN(C(Cc2ccccc2)C(=O)OC)S(=O)(=O)c2ccc(F)cc21 (stereo not given)	-4.8%	-12.5
COc1ccc2cc(CN(CC3CCCO3)S(=O)(=O)c3ccccc3Cl)c(=O)[nH]c2c1 (stereo not given)	i	x
O=C(COc1ccc(/C=N/NC(=O)c2ccc(O)cc2)cc1)Nc1cccc([N+](=O)[O-])c1	u	x
CCOC(=O)N/N=C/c1ccc(N(CC)CC)cc1O	u	x
Cc1onc(-c2ccccc2Cl)c1C(=O)Nc1ccccc1C(N)=O	u	x
Cc1ccc(-c2nn(-c3ccccc3)cc2C(=O)N2CCOCC2)cc1C	u	x
COc1cc(CCCN2C(=S)NC[C@@H]2c2ccccc2)cc(OC)c1OC	u	x
NC(=O)C1CCCN(C(=S)Nc2cccc3ccccc23)C1 (stereo not given)	5.8%	1.7
CCOC(=O)C1=C(O)C(=O)NC(c2ccccc2)=C(OC2CCCCC2)C1	u	x
Cc1csc(C(=O)O)c1-n1cccc1	u	x
COc1ccc(-c2cc(C(=O)Nc3c(C)nn(Cc4ccccc4Cl)c3C)no2)cc1OC	u	x
CSc1cccc(NC(=S)Nc2ccc(F)cc2)c1	u	x
COc1ccc(Cc2nc3c4c(ncn3n2)Oc2c(ccc3ccccc23)C4c2ccc(OC)c(OC)c2)cc1 (stereo not given)	3.8%	-1.5

Later entries:
SMILES	S3 lipid droplet	S3 lipid droplet cell count max
CCN(CC)S(=O)(=O)c1ccc(N2CCCC2)c(NS(=O)(=O)c2cccs2)c1	u	x
COc1ccc(-c2cc(=O)oc3c(C)c(OC(=O)c4cccs4)ccc23)cc1	u	x
COc1ccc(/C=C2\Sc3ccc(C(=O)N4CCOCC4)cc3N(C)C2=O)cc1	u	x
CC1=NNC(=O)C1C(c1ccc(Cl)cc1)C(C#N)C#N (stereo not given)	u	x
Cc1ccccc1NC(=O)CSc1nnc(C)c(=O)[nH]1	u	x
COC(=O)c1cn(C(=O)c2ccc(C)cc2C)c2ccccc12	25.1%	-3.1
Cc1cc(NC(=O)CSc2nc3ccccc3c(=O)n2C2CCCC2)no1	u	x
O=C(COC(=O)/C=C/c1ccccc1[N+](=O)[O-])NNC(=O)c1ccc(F)cc1	9.8%	7.4
C/C(=N\OCc1nc2ccccc2c(=O)n1/N=C/c1cc(C)cc([N+](=O)[O-])c1O)c1ccccc1	-7.6%	x
COC(=O)CCCC1=CC2=CC(=O)C(C)(OC(=O)c3cccs3)C(=O)C2=CN1CCCOC(C)C (stereo not given)	0.2%	-7.4
Cc1ccccc1OCC(=O)Nc1cccc(NC(=O)c2ccco2)c1	u	x
COc1ccc(Cl)cc1NC(=O)CCn1cnc2ccccc2c1=O	u	x
COc1cc2cc(C(=O)N(C)C3CCS(=O)(=O)C3)[nH]c2cc1OC (stereo not given)	u	x
Nc1nc(Cl)nc2c1ncn2C1CC(O)C(CO)O1 (stereo not given)	u	x
O=C(COc1ccccc1)NCC(=O)Nc1ccc(S(=O)(=O)NCc2ccco2)cc1	i	4.0
CCCCC(CC)CNC(=O)c1ncn[nH]1 (stereo not given)	u	x
CC(C)(C)C(=O)Nc1cccc(OC(F)(F)C(F)Cl)c1 (stereo not given)	u	x
CC1CCCCN1C(=O)CSc1nc(C2CC2)nc2ccccc12 (stereo not given)	u	x
COCCN(C(=O)COC(=O)Cc1coc2cc3c(cc12)CCC3)c1c(N)n(Cc2ccccc2)c(=O)[nH]c1=O	u	x

Some of the entries so far, as labelled records:
Nc1nc(Cl)nc2c1ncn2C1CC(O)C(CO)O1 (stereo not given)
  S3 lipid droplet: u
  S3 lipid droplet cell count max: x
O=C(COc1ccccc1)NCC(=O)Nc1ccc(S(=O)(=O)NCc2ccco2)cc1
  S3 lipid droplet: i
  S3 lipid droplet cell count max: 4.0
CCCCC(CC)CNC(=O)c1ncn[nH]1 (stereo not given)
  S3 lipid droplet: u
  S3 lipid droplet cell count max: x
CC(C)(C)C(=O)Nc1cccc(OC(F)(F)C(F)Cl)c1 (stereo not given)
  S3 lipid droplet: u
  S3 lipid droplet cell count max: x

Four of the compounds above, with two lines to a compound:
Results follow in this order: S3 lipid droplet | S3 lipid droplet cell count max
O=C(COc1ccc(Cl)cc1Cl)NCCCNC(=O)c1cnccn1
    u | x
O=C(CSc1nccc(=O)[nH]1)NCc1ccc2c(c1)OCO2
    u | x
CCOC(=O)CNC(=S)N(Cc1ccccc1F)C1CCCCC1
    4.2% | -0.4
O=C(CSc1nnc(-c2ccc3c(c2)OCO3)n1-c1ccccc1)c1ccccc1
    15.1% | 4.7
